OXTR agonist = agonists of human oxytocin receptor. activation, % at 3 µM. CHO-OTR cells, Fluo-8 calcium fluorescence; normalized: DMSO 0%, oxytocin 100%. actives 0.32% (n = 320,000). P30559;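 active = activation above the mean of all tested compounds plus 3 SD, cutoff set per screening run, cut at about 20% in these data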;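 also: peak over basal fluorescence ratio from a 100 s FLIPR kinetic read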
GPR7 antag = human neuropeptides B/W receptor 1 antagonism | GPR7-expressing cells, fluorescence antagonist assay | AID 1861 | inhibition, % at 4.4 µM | actives 1.1% (n = 290,000); in the data active = inhibition above about 16%, passing the limit was not always enough;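 also: cells stimulated with the agonist NPW; 0% = agonist with vehicle and 100% = vehicle without agonist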
Target sequence (P48145 whole entry, looked up): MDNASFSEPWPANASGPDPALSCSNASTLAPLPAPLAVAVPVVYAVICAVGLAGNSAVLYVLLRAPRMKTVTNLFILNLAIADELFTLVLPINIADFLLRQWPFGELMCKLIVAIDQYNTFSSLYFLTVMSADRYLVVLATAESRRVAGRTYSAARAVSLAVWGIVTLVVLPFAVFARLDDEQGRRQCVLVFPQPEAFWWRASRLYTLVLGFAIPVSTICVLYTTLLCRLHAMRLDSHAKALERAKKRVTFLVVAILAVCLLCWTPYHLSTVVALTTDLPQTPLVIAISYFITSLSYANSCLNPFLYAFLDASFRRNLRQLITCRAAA
PHOSPHO1 block = inhibitors of human PHOSPHO1 phosphatase; AID 1565; recombinant PHOSPHO1, absorbance phosphatase assay; actives 1.1% (n = 290,000); inhibition, % at 13.3 µM; in the data active = inhibition above about 60%
Target sequence (Q8TCT1 whole entry, looked up): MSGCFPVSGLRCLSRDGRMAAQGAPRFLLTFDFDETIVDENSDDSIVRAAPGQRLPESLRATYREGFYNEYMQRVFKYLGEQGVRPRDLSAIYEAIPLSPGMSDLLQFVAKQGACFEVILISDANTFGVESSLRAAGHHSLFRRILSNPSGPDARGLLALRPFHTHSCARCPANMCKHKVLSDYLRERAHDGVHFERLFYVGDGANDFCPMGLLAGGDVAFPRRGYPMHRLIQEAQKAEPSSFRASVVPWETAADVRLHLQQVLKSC
MEKK3 PB1 HTS = modulators (inhibitors or enhancers) of MEK5 binding to human MEKK3 PB1 domain. binding response (% of control), % at 10 µM. bead-based flow cytometry, Alexa488-MEK5 binding to MEKK3; actives lie on both sides; 0 = blocked by unlabeled MEK5, 100 = vehicle. Q99759. actives 1.4% (n = 290,000);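 active = binding response more than 3 SD above or below the average of its plate-row segment, actives on both sides; inconclusive = wells at one plate position flagged as instrument error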;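 also: Alexa488 bead fluorescence after subtracting the streptavidin-only scavenger bead signal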
MEKK2mut PB1 HTS = signal of MEK5 binding to mutant human MEKK2 PB1 domain; bead flow cytometry, Alexa488-MEK5 binding to MEKK2 mutant; percent response, % at 10 µM; actives 0.35% (n = 290,000); AID 1530; in the data active = percent response above about 24%, passing the limit was not always enough; also: inactives centre near 1; some results filed as inactive read as strong as hits; reference of the scale not given here
GalR3 antagonist = blocks the human galanin receptor 3; AID 651719; inhibition, % at 3 µM; O60755; HEK293 GalR3-CNG cAMP membrane potential fluorescence; galR3 body fused to GalR1 C-terminus; actives 0.44% (n = 360,000);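 active = inhibition above the screen-wide average plus 3 SD, cut at about 13% in these data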;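 also: forskolin and galanin both at EC90 stimulate the cells; cAMP rise reported by CNG channel membrane potential dye signal; 0% = forskolin plus galanin with DMSO and 100% = forskolin alone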
NALP1 yeast inh = blocks the NALP1 inflammasome reconstituted in yeast. S. cerevisiae NALP1/ASC/caspase-1 growth, X-gal OD620, 72 h. inhibition, % at 10 µM. actives 0.61% (n = 280,000). AID 2071; in the data active = inhibition mostly above about 24%, no sharp cut-off; inactive = mostly below about 32%; also: some compounds called inactive have numbers as strong as hits
MEKK2 WT-MEK5 = raises or lowers MEK5 binding to wildtype human MEKK2 PB1 domain | binding response (% of control), % at 10 µM | AID 1531 | Q9Y2U5 | actives 1.1% (n = 290,000) | bead flow cytometry, Alexa488-MEK5 binding to MEKK2 WT; actives lie on both sides; in the data active = binding response below about 67% or above about 130%; inconclusive = no clear call, values can overlap the other calls; inactive = in between
V1aR counter = V1a receptor agonism, counter-screen for OXTR agonists. AID 2797. actives 0.25% (n = 320,000). P37288. CHO-V1R cells, Fluo-8 calcium fluorescence, agonist mode; 0% DMSO, 100% 3 nM vasopressin. activation, % at 3 µM;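 active = activation above the mean activation of all tested compounds plus 3 SD, per screening run, cut at about 20% in these data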;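 also: signal is peak over basal fluorescence ratio across a 100 second FLIPR read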
Target sequence (P37288 whole entry, looked up): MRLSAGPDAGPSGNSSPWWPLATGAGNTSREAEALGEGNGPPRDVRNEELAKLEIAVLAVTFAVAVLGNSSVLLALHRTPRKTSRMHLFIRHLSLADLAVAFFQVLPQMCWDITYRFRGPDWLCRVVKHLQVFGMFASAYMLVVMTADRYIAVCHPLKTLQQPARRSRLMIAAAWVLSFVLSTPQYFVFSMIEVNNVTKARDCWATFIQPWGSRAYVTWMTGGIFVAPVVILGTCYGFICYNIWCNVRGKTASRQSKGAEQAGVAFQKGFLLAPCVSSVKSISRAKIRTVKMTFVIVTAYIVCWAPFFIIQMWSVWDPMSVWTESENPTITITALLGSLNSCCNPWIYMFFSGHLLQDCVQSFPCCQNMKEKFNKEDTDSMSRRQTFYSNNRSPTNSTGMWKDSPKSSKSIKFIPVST
Starred values were filed as active, the others as inactive; ? = inconclusive; nt = no result given; [ ] = remark or other dose. Hits appear at their usual frequency; overall some 5.4% were active at least once.

Screens in order – OXTR agonist, GPR7 antag, PHOSPHO1 block, MEKK3 PB1 HTS, MEKK2mut PB1 HTS, GalR3 antagonist, NALP1 yeast inh, MEKK2 WT-MEK5, V1aR counter
1: c1ccc2c(c1)ncc1cccn12
→ -0.7, 15, -18, 106, 4, -4, 21, 101, -0.7
2: Cc1ccc(C2=NN=C(NC(=O)CSc3nnc4c5ccccc5n(C)c4n3)SC2)cc1
→ -1.7, -4, 10, 100, -1, nt, 27, 98, -1.2
3: O=C(CCc1cn(Cc2ccc(F)cc2)c2ccccc12)N1CCOCC1
→ 20*, 7, 18, 110, 10, -10, 11, 106, 5.1
4: CCOc1ccc(N2C(=O)CC(N3CCN(C(=O)c4ccco4)CC3)C2=O)cc1 (configuration not stated)
→ 0.1, -8, 21, 102, 6, 2, -7, 102, 2.2
5: NC(=O)CSc1nnc2n(N)c(=O)c3ccccc3n12
→ 0.9, 0, 7, 105, 5, -2, 0, 106, 0.6
6: Cc1ccnc(NC(=O)C2CCN(S(=O)(=O)c3c(C)c(C)cc(C)c3C)CC2)c1
→ -1.0, 10, 41, 99, 3, 4, 15, 104, 0.9
7: CCOc1ccc(C(=O)NCCCCNC(=O)c2ccc(OCC)cc2)cc1
→ -2.4, -6, 9, 108, 1, -3, 19, 106, -0.7
8: CCCn1c(O)c(N=NC(=O)CNC(=O)c2cccnc2)c2ccccc21
→ 0.6, 0, 18, 101, 0, -11, 16, 99, 0.8
9: O=C(N/N=C/c1ccccn1)c1cc(-c2ccc(Br)cc2)nc2ccccc12
→ -1.9, -12, 11, 104, 1, -5, -2, 90, 0.8
10: Cc1cc(NC(=O)CN2CCCC(C)C2)n(-c2nc3ccccc3s2)n1 (configuration not stated)
→ nt, -6, 16, nt, nt, -5, 14, nt, nt
11: COc1ccc(C2=NOC(C)(c3nnc(Cc4ccccc4)o3)C2)cc1 (configuration not stated)
→ 8.0, nt, nt, 100, 0, -5, nt, 102, -0.9
12: COCC(C)N=C1NN=C(c2cc(C)n(Cc3ccccc3Cl)c2C)CS1 (configuration not stated)
→ 6.5, -5, -10, 101, 3, -2, -3, 112, 6.9
13: CC(C)NC(=O)C(c1ccc(F)cc1)N(C(=O)CCC(=O)Nc1ccccn1)c1cccc(F)c1 (configuration not stated)
→ 0.8, -3, 18, 100, -4, -8, 2, 94, 0.6
14: Cc1[nH]c(C(=O)N/N=C/c2ccc(N(C)C)cc2)c(C)c1C(=O)N/N=C/c1ccc(N(C)C)cc1
→ 0.1, -5, 16, 95, -14, -6, 7, 83, -0.4
15: CNC(=O)/C(=C\c1cccc(Oc2ccccc2)c1)NC(=O)c1ccccc1
→ 1.0, -5, 7, 111, 0, 0, 20, 105, 1.7
16: CC1(C)C(=O)Nc2ccccc2N1C(=O)COC(=O)c1cc([N+](=O)[O-])ccc1N
→ 3.0, 7, 4, 99, 9, -2, 37, 105, 1.1
17: Cc1ccc(-c2noc(CCCc3ccccc3)n2)cc1
→ -1.1, 2, 46, 100, 3, 3, 12, 98, 0.0
18: O=C(CNCC1CCCCC1)Nc1ccccc1N1CCCCC1
→ -2.9, -7, 28, 97, 3, -7, 3, 109, -1.8
19: CCN1/C(=C/c2ccc3cc(C)ccc3[n+]2CC)Sc2ccccc21
→ 30*, 44*, -36, 68, -7, 38*, 123*, 14*[inhibitor], 32*
20: O=C(COC(=O)C1(c2ccc(F)cc2)CCCC1)NCc1ccc2c(c1)OCO2
→ 0.9, -2, 6, 101, 11, -6, 33, 122, 5.1
21: CCCNC(=O)CSc1nc(Cc2ccccc2)nc2ccccc12
→ -1.3, -3, 39, 101, 4, -4, 4, 97, -0.8
22: O=C(CSc1ccccc1C(=O)NCCCN1CCCC1=O)NCc1ccco1
→ 0.5, -7, 4, 97, 0, 0, 10, 96, 1.0
23: COc1ccc(-c2cn(Cc3ccc(C(=O)c4ccccc4)cc3)nn2)cc1
→ 5.7, 26, -2, 99, 0, -8, -5, 100, 8.2
24: CCOC(=O)c1[nH]c(C)c(CN(CCc2ccccc2)S(C)(=O)=O)c1C
→ 1.5, -2, -9, 101, -1, 2, 7, 104, 2.1
25: CC(C)Oc1ccc(N2CC(C(=O)OCC(=O)NCc3ccccc3)CC2=O)cc1 (configuration not stated)
→ -0.8, 11, 4, 101, 3, -4, -1, 102, -0.6
26: COc1ccccc1-c1ccc(C(=O)O)o1
→ 0.2, 1, -14, nt, nt, 1, -7, nt, 0.9
27: Cc1nc2ccc(Br)cn2c1NC(C)(C)C
→ 0.6, -16, -20, 106, 4, 1, 8, 105, -0.5
28: O=C(CCNS(=O)(=O)c1ccc(Cl)cc1)N1CCOCC1
→ -0.7, -13, -9, 103, 1, 0, -1, 98, 0.6
29: COc1ccc(CCC(=O)NC(C)C2CCCO2)cc1 (configuration not stated)
→ -0.2, -2, 14, 97, 1, -5, 2, 104, 1.4
30: CCOc1ccc2oc(C(=O)NC3CC(C)(C)NC(C)(C)C3)c(C)c2c1
→ 1.9, -3, 40, 101, -1, -5, 5, 103, 0.4

Pulled by compound from above:
Screens in order – OXTR agonist, GPR7 antag, PHOSPHO1 block, MEKK3 PB1 HTS, MEKK2mut PB1 HTS, GalR3 antagonist, NALP1 yeast inh, MEKK2 WT-MEK5, V1aR counter
8: CCCn1c(O)c(N=NC(=O)CNC(=O)c2cccnc2)c2ccccc21
→ 0.6, 0, 18, 101, 0, -11, 16, 99, 0.8
24: CCOC(=O)c1[nH]c(C)c(CN(CCc2ccccc2)S(C)(=O)=O)c1C
→ 1.5, -2, -9, 101, -1, 2, 7, 104, 2.1

Following part.
Screens in order – OXTR agonist, GPR7 antag, PHOSPHO1 block, MEKK3 PB1 HTS, MEKK2mut PB1 HTS, GalR3 antagonist, NALP1 yeast inh, MEKK2 WT-MEK5, V1aR counter
31: COc1cc(CNCc2cccs2)ccc1OCc1ccccc1
→ 5.5, -4, 43, nt, nt, -10, 23, nt, 7.8
32: CCN1CCN(C2=CC3=CC(=C(C#N)C#N)CCC3CC2)CC1 (configuration not stated)
→ nt, 60*, -4, 85, -44, nt, 6, 79, nt
33: C/C(=N/OC(=O)c1c(-c2c(Cl)cccc2Cl)noc1C)c1cnccn1
→ -1.8, -13, 10, 99, -3, 1, -3, 94, -1.1
34: COC(=O)c1cc(NS(=O)(=O)c2ccc(Cl)c(N3C(=O)c4ccc(C(=O)O)cc4C3=O)c2)cc(C(=O)OC)c1
→ -1.0, 6, 25, 87, -4, -4, nt, 82, -0.6
35: Cc1c(Cl)c([N+](=O)[O-])nn1CC(=O)NCC(C)C
→ 0.3, -11, 23, 95, -7, 4, 8, 94, 0.9
36: CCCN(N=Nc1cccc([N+](=O)[O-])c1)c1cccc([N+](=O)[O-])c1
→ -0.4, -4, -2, 105, 1, -4, 6, 103, 0.5
37: Cc1ccc(S(=O)(=O)n2nc(OC(=O)c3ccccc3C)cc2N)cc1
→ 0.7, -12, 10, 102, -1, -9, 6, 101, -0.6
38: CC(OC(=O)Cc1coc2ccc3ccccc3c12)C(=O)NC(N)=O (configuration not stated)
→ 0.9, 3, 25, 92, -9, 6, nt, 95, 1.5
39: O=C(CN1C(=O)NC2(CCOc3ccccc32)C1=O)c1ccc(Br)cc1 (configuration not stated)
→ 1.6, 2, 42, 99, 5, 2, 4, 102, 2.1
40: CCOc1ccc(CC(=O)OCc2cc(=O)n3cc(Br)ccc3n2)cc1
→ 4.3, -9, -4, 94, -9, -4, -2, 84, 4.4
41: Cc1cc(Nc2ccccc2)c2c([N+](=O)[O-])cc(C)c(C)c2n1
→ -2.1, -18, -6, 101, -3, 1, nt, 102, -1.4
42: COc1ccc(C(=O)CN2C(=O)NC3(CCCc4ccccc43)C2=O)c(OC)c1 (configuration not stated)
→ 0.8, -5, 15, 103, 9, 3, -1, 105, 1.5
43: CC(C)CN(CC(C)C)c1nnc(N)s1
→ -0.2, 11, 11, 100, -5, 0, 15, 92, -0.7
44: O=C(CN1CCCCC1)Nc1cccc([N+](=O)[O-])c1
→ 0.6, 1, 8, 107, 9, 8, 18, 110, 0.1
45: CCc1nnc(NS(=O)(=O)c2ccc(NC(=S)NC(=O)/C=C/c3ccc(F)cc3)cc2)s1
→ -1.8, 1, -2, 94, -6, 0, 18, 92, -0.6
46: COc1ccccc1OCC(=O)NNC(=O)c1cccs1
→ -0.1, 0, 4, 105, 0, -1, 32, 106, 0.2
47: O=C(CNc1cc(S(=O)(=O)N2CCOCC2)ccc1NCC1CCCO1)Nc1ccc(F)c(F)c1 (configuration not stated)
→ -1.2, -3, 41, 101, 5, -1, 14, 103, 3.0
48: Cc1cccc(-c2nc(CSc3nc4c(c(=O)[nH]3)CCC4)c(C)o2)c1
→ -0.3, -4, -9, 113, -3, 3, 37, 101, -0.6
49: O=C(NC1CCCCC1)C(c1ccc2ncccc2c1)N(Cc1ccc2c(c1)OCO2)C(=O)c1ccc2c(c1)OCCO2 (configuration not stated)
→ -1.5, -6, -22, 103, -1, -3, 8, 95, 0.3
50: COc1ccc(N/C(=C2\CCCC2=O)C2CCCCC2)cc1
→ -2.5, nt, nt, 110, 4, -5, nt, 110, 0.2
51: CCCCCCC(=O)N(O)C1CC(=O)N(Cc2ccccc2)C1=O (configuration not stated)
→ -0.9, -11, -22, 93, -8, -4, 47*, 91, -0.8
52: CCCc1[nH]nc2c1C(c1ccoc1)C(C#N)=C(N)O2 (configuration not stated)
→ 0.2, 1, -13, 91, -2, -3, 58*, 93, 0.9
53: Cc1csc(NC(=O)Nc2ccc(Cl)cc2)n1
→ 9.1, 2, 4, 102, 5, -3, 12, 111, 9.5
54: CCN(CC(=O)Nc1ccc(C(=O)OC)cc1)C1CCCCC1
→ -0.6, -2, 42, 102, -4, -12, 26, 99, -0.2
55: COc1cc(C(=O)NCc2ccco2)c(Br)c(OC)c1OC
→ -0.6, -12, 31, 109, 1, -5, 8, 105, -0.1
56: CC(C)CNC(=O)c1cccc(Cn2cc(Cl)cn2)c1
→ -1.4, -1, 6, ?, -44, -5, 9, ?, 0.0
57: Cc1cc(=O)[nH]c(SCC(=O)Nc2ccc(Br)cc2)n1
→ -0.4, -11, 40, 89, -14, -5, nt, 90, 1.3
58: CCCOc1ccc(-c2nc(N3CCN(CC)CC3)c3ccccc3n2)cc1
→ 2.7, 7, 5, 104, 20, -10, 19, 133, 3.5
59: CC1CCCN(C(=S)SCC(=O)O)C1 (configuration not stated)
→ -1.1, -2, 6, 99, -2, 1, 36, 101, 0.4
60: Cc1cc(/C=C2/C(=N)N3C(=NC2=O)SN=C3S(C)(=O)=O)c(C)n1-c1ccc(F)cc1
→ 1.7, 0, -36, 103, -2, -4, 5, 102, 1.6
61: CCNC(=S)NNC(=O)CSc1nc2ccccc2n1C
→ -1.1, -9, 33, 85, -20, 0, -2, 88, 0.1
62: Cc1ccc(Cl)cc1N1CCN(C(=O)CN2C(=O)c3cccc4cccc2c34)CC1
→ -1.7, 3, 18, 106, 3, -5, 45, 98, 0.0
